# Screening results deposited in PubChem by several laboratories.
# m-calpain inh: inhibitors of pig calpain II; purified calpain II, fluorogenic peptide substrate, 30 min; inhibition, % at 16 µM; actives 0.37% (n = 220,000);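 active means inhibition above about 50%, limit read from the data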
# EP2 mod: modulators of human EP2 prostaglandin E2 receptor | actives 0.83% (n = 260,000) | P43116 | induction, % at 25 µM | EP2-expressing cells, cAMP HTRF FRET, PGE2 co-stimulation;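 active means compounds whose cAMP rise, as percent of the full-agonist control response, exceeds 60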;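 further: rat C6 glioma line stably carrying human EP2 under a CMV promoter; the protocol text gives 20 µM as final concentration; 100% = response of wells given 1 µM PGE2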
# EP2 antag: EP2 receptor (human) inhibition | C6 glioma cells expressing human EP2, cAMP TR-FRET; cells stimulated with saturating PGE2 | AID 1422 | inhibition, % at 25 µM | actives 0.52% (n = 260,000);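 active means percent inhibition above 40 after rounding to a whole number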;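 further: rat C6 glioma host cells with rolipram phosphodiesterase inhibitor present; the protocol text gives 20 µM as final concentration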
# 14-3-3 Bad inh: disrupts binding of bovine 14-3-3 zeta to phospho-Bad peptide; inhibition, % at 21.7 µM; actives 0.71% (n = 220,000); P63103; AID 781; TR-FRET 14-3-3zeta/Dy647-pBad peptide displacement, 1 h;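 active means inhibition above about 70%, limit read from the data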;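 further: 0% = full 14-3-3 plus peptide FRET controls and 100% = background without 14-3-3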
# eIF4E 4G PPI: inhibitors of eIF4E and eIF4G interaction in translation initiation | P63073+Q04637 | actives 0.37% (n = 220,000) | inhibition, % at 21.7 µM | TR-FRET eIF4E-eIF4GI(517-606) binding, 2 h;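 active means inhibition above about 30%, limit read from the data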;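 further: 0% = full FRET control wells and 100% = background wells lacking eIF4GI fragment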
# TbHK1 inh: blocks Trypanosoma brucei hexokinase 1 activity | actives 0.11% (n = 220,000) | recombinant TbHK1, G6PDH-coupled NADH A340 | inhibition, % at 10 µM;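 active means inhibition of 50% or more in the single-dose primary screen; inactive means inhibition below 50%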
# zVAD death inh: L929 zVAD cell death inhibition. L929 zVAD necroptosis rescue, ATP luminescence, 24 h; with zVAD 60 µM. viability rescue, % at 10 µM. actives 0.38% (n = 220,000);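 active means activation, scaled between plate controls, above about 75%, limit read from the data; inactive means activation under that limit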;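 further: 0% = zVAD with DMSO and 100% = DMSO alone without zVAD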
# Rad51 HR inh: blocks human Rad51 in homologous recombination | hRad51 DNA strand exchange, fluorescence dequenching | inhibition, % at 10 µM | actives 0.085% (n = 200,000);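 active means inhibition above 40% at the single screening dose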;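 further: 0% = DMSO control wells and 100% = blanks with heterologous ssDNA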
#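 material = hRad51 filaments on single-stranded DNA | timing = filaments 15 min 37 °C, then compound 30 min | signal = FRET fluorescence dequenching, excitation 485 nm, emission 520 nm | benchmarks = control wells and blank wells on each plate | evaluation = percent inhibition relative to plate controls and blanks | compound = 10 µM final, single point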
# Hck Nef HTS: blocks Nef-activated human Hck kinase; P08631; Recombinant Hck-YEEI plus Nef, Z-Lyte FRET kinase assay; inhibition, % at 20 µM; actives 0.68% (n = 220,000);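 active means Hck-Nef kinase inhibition above about 50%, limit read from the data; inactive means inhibition below that limit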;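 further: 0% = DMSO with Hck plus Nef and 100% = Hck alone without Nef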
# An asterisk follows results filed as active; . = not tested or not shown; & = joins results of further samples; [ ] = remark or other dose. These rows are one share of the data (hit frequency here may not be typical).
compound,EP2 mod,zVAD death inh,Hck Nef HTS,eIF4E 4G PPI,Rad51 HR inh,TbHK1 inh,EP2 antag,14-3-3 Bad inh,m-calpain inh
CCOC(=O)c1c(N2C(=O)CC(Sc3ccccc3C(=O)O)C2=O)sc2c1CCCC2 (stereo not given),34,0.3,27,1,-38,-7,12,-14,-22
Cc1cc(NC(=O)c2ccc3nc(C)sc3c2)no1,19,0.8,1,0[fluorescence artefact?],0,0,5,-6[fluorescence artefact?],0
COc1ccc(CN(CCN(C)C)Cc2ccccc2)c(OC)c1,2,0.0,-1,4,2,4,6,26,-7
COc1ccccc1C(=O)N/C(=C\c1ccc(Br)cc1)C(=O)NCCC(=O)O,28,3.5,23,-7,3,-4,7,-11,-30
O=C(COc1ccc(S(=O)(=O)Nc2ccccc2)cc1)NCc1cccnc1,8,0.8,1,-3,-11,5,3,5,16
Cc1ccc(CCN2CC(C(=O)NCCN3CCOCC3)CC2=O)cc1 (stereo not given),29,1.2,-2,3,1,-11,10,-4,-11
CC(=O)NS(=O)(=O)c1ccc(NC(=S)NC(=O)C(C)C)cc1,-1,-0.7,1,5[fluorescence artefact?],-10,6,13,-5[fluorescence artefact?],-52
Cc1ccccc1C(=O)NCc1ccncc1,16,0.2,-1,2,4,-1,6,-8,21
COc1ccccc1N(CC(=O)NC(C)C)S(=O)(=O)c1cccs1,12,0.6,1,-4,-18,2,9,0,29
CC(Sc1nc(N2CCCCC2)c2c(c1C#N)CCCC2)C(=O)O (stereo not given),49,-0.1,0,0,0,2,7,7,-30
CN(CCOC(=O)C1c2ccccc2Oc2ccccc21)C(C)(C)C,6,0.0,0,-6,-1,-1,6,32,18
CC1(C)CC(=O)C2=C(C1)N(c1ccc(F)cc1)C(=O)CC2c1ccsc1 (stereo not given),2,-1.1,0,8,7,-4,4,4[fluorescence artefact?],-29
CC1(C)C(=O)C2(CCCCC2)C(=O)OC1c1cccs1 (stereo not given),34,-0.1,0,2,1,7,11,-2,-21
CC(C)=CCCC1=CCC2C(=O)NNC(=O)C2C1 (stereo not given),39,-0.2,5,1,-1,-3,12,-13,-3
CCC1CCCCN1CCCNC(=O)c1cc2c(=O)[nH]c3ccccc3c2n1C (stereo not given),16,0.6,7,3,.,4,5,-12,-28

# 6 entries from above, with two lines to a compound.
# Results follow in this order: EP2 mod	zVAD death inh	Hck Nef HTS	eIF4E 4G PPI	Rad51 HR inh	TbHK1 inh	EP2 antag	14-3-3 Bad inh	m-calpain inh
- COc1ccc(CN(CCN(C)C)Cc2ccccc2)c(OC)c1
 : 2	0.0	-1	4	2	4	6	26	-7
- CCOC(=O)c1c(N2C(=O)CC(Sc3ccccc3C(=O)O)C2=O)sc2c1CCCC2 (stereo not given)
 : 34	0.3	27	1	-38	-7	12	-14	-22
- CN(CCOC(=O)C1c2ccccc2Oc2ccccc21)C(C)(C)C
 : 6	0.0	0	-6	-1	-1	6	32	18
- CCC1CCCCN1CCCNC(=O)c1cc2c(=O)[nH]c3ccccc3c2n1C (stereo not given)
 : 16	0.6	7	3	.	4	5	-12	-28
- COc1ccccc1C(=O)N/C(=C\c1ccc(Br)cc1)C(=O)NCCC(=O)O
 : 28	3.5	23	-7	3	-4	7	-11	-30
- CC(Sc1nc(N2CCCCC2)c2c(c1C#N)CCCC2)C(=O)O (stereo not given)
 : 49	-0.1	0	0	0	2	7	7	-30

# Continuation.
compound,EP2 mod,zVAD death inh,Hck Nef HTS,eIF4E 4G PPI,Rad51 HR inh,TbHK1 inh,EP2 antag,14-3-3 Bad inh,m-calpain inh
O=C(Nc1ccc2c(c1)CCC2)c1cccs1,-111&-51,3.1,20,-3,-4,3,10&6,-5,-16
Cc1ccccc1-n1c(O)c(C=NC2CCS(=O)(=O)C2)c2ccccc2c1=O (stereo not given),-8,0.5,13,-3,15,-18,5,3,-13
CC1CCCC(C(=O)O)N1C(=O)CCS (stereo not given),4,2.4,3,3,1,-2,8,15[fluorescence artefact?],-26
O=C(c1ccc2c(c1)[nH]c(=S)n1c3ccccc3nc21)N1CCN(c2cccc(Cl)c2)CC1,-46,0.5,42,16,5,-14,6,13,-121
CC(=O)c1ccc(-n2nnnc2SCC(=O)Nc2sc(C)c(C)c2C#N)cc1,-74&-13,16,22,4,0,0,11&9,18,-45
O=C(C1=C[C@@H](c2ccccc2)C[C@@H](OCc2ccc(CO)cc2)O1)N1CCN(Cc2ccc3c(c2)OCO3)CC1,8,0.0,1,-4,-1,-14,0,-8,-3
CO/N=C(\N)c1nonc1N,7,0.5,0,1,.,-3,11,0,8
COc1cccc(C=Nc2ccccc2C(=O)Nc2ccccc2)c1O,17,0.5,3,6,-1,30,6,-12[fluorescence artefact?],-221
COc1ccc(Cl)cc1NC(=O)C(=O)N/N=C/c1cc(C)n(-c2ccc(C)cc2)c1C,8,0.1,4,-20,1,-35,4,-2,-342
CCCS(=O)(=O)N1CCN(C(=O)c2cc(OC)cc(OC)c2)CC1,7,-0.6,0,3,-3,1,11,1,22
COc1ccc(Cc2nnc(SCC(=O)NC3CCCCC3)n2C)cc1,3,0.4,0,-2,-5,4,9,-1,-4
O=C(O)c1cccn1Cc1ccccc1F,13,0.1,3,0[fluorescence artefact?],-9,5,4,7[fluorescence artefact?],-1
CCc1cccc(N(C)C(N)=Nc2cccc3ccccc23)c1,26&1,-0.8,35,-20,-11,-4,17&14,-3,-16
Cc1ccnc(SCC(=O)Nc2oc(-c3ccccc3)c(-c3ccccc3)c2C#N)n1,45,-0.2,-1,-16,-3,4,10,-9,23
C#CCOc1c(Cl)cc(/C=N/NC(N)=S)cc1OCC,-14,0.0,10,-5,.,-10,8,3[fluorescence artefact?],-6
COCc1cc(C)n(CC(=O)Nc2c(C)cccc2C)c(=O)c1C#N,20,2.9,21,0,-3,-22,6,-5,-65
CC(Oc1ccccc1)C(=O)N1CCN=C1SCc1ccccc1F (stereo not given),-2,5.7,-11,7,11,-5,6,0,14
CC(C)(C)c1nnc(NC(=O)c2cccnc2Cl)s1,10,0.3,3,1,.,-9,4,-5,-6
CCOc1ccc(N2C(=O)CC(NCCc3ccc(S(N)(=O)=O)cc3)C2=O)cc1 (stereo not given),-33,-0.4,1,9,3,-2,13,1,-24
CCOC(=O)Nc1sc(NS(=O)(=O)c2ccc(C)cc2)nc1C,12,1.8,-2,0,1,-1,4,-25[fluorescence artefact?],-31
CC(CCc1ccccc1)NC(=O)C1CCCN(C(=O)c2cc3sccc3n2C)C1 (stereo not given),-45,0.0,2,6,-3,-4,9,-11,19
CCNC(=O)/C(=C/c1ccco1)NC(=O)/C=C/c1ccccc1,18,-0.3,0,7,-4,-26,9,-8,24
O=C1OC(NC(=O)c2ccccc2)C(N2CCOCC2)=C1Cl (stereo not given),18,1.1,0,-10[fluorescence artefact?],0,-1,5,-8[fluorescence artefact?],-22
CC(O)CNCCCCOc1ccc(OCc2ccccc2)cc1 (stereo not given),-41,0.1,12,2,-1,-3,13,-4,13
CC(C)(C)c1ccc(C(=O)OCCNC(=O)c2c(Cl)nc3ccccn23)cc1,30,-0.3,-4,-2,-4,23,7,10,-15
COc1cc(C)nc(N(C)S(=O)(=O)c2ccccc2Cl)n1,36,0.6,8,9,-4,3,6,-4,25
Cc1ccc(C)c(OCC(=O)Nc2nc3ccc([N+](=O)[O-])cc3s2)c1C,4,0.5,-1,0,-5,-8,4,-4,-29
COc1ccc(/C=C2\SC(=S)N(Cc3cccnc3)C2=O)cc1C,19,0.2,6,-1,.,-18,8,-4,7
COc1ccc(CN2CN=C(Nc3nc4ccccc4s3)NC2)cc1,-74,-0.2,1,-4,0,-23,7,-13,24
O=C(Nc1ccccc1)OCc1cc(-c2ccccc2Cl)on1,-35,0.4,0,11,.,4,.,-6,20

# Limited to 14-3-3 Bad inh, for seven of the compounds above:
compound	14-3-3 Bad inh
CCOC(=O)Nc1sc(NS(=O)(=O)c2ccc(C)cc2)nc1C	-25[fluorescence artefact?]
CC(CCc1ccccc1)NC(=O)C1CCCN(C(=O)c2cc3sccc3n2C)C1 (stereo not given)	-11
CCNC(=O)/C(=C/c1ccco1)NC(=O)/C=C/c1ccccc1	-8
O=C1OC(NC(=O)c2ccccc2)C(N2CCOCC2)=C1Cl (stereo not given)	-8[fluorescence artefact?]
CC(O)CNCCCCOc1ccc(OCc2ccccc2)cc1 (stereo not given)	-4
CC(C)(C)c1ccc(C(=O)OCCNC(=O)c2c(Cl)nc3ccccn23)cc1	10
COc1cc(C)nc(N(C)S(=O)(=O)c2ccccc2Cl)n1	-4

# (next part)
compound,EP2 mod,zVAD death inh,Hck Nef HTS,eIF4E 4G PPI,Rad51 HR inh,TbHK1 inh,EP2 antag,14-3-3 Bad inh,m-calpain inh
CN(Cc1nc(-c2cnccn2)no1)C1CC(C)(C)NC(C)(C)C1,14,3.9,15,0,4,-5,12,-4,-27
COc1ccc(N2CCCn3c2nc2c3c(=O)n(Cc3ccccc3F)c(=O)n2C)c(OC)c1,-6,-0.5,2,-4,-1,-2,15,-11,-37
CC(=O)NC1CC2CCCC(C1)N2CC(=O)NCc1ccc(F)cc1 (stereo not given),-7,0.0,-1,-4,-3,-10,4,7,-4
O=C(NNc1c(Cl)cccc1Cl)c1c(F)cccc1Cl,9,-0.2,-12,12,8,-5,11,-2,27
Cc1cccc(N=C2NC(=O)/C(=C3/C(=O)N(C)c4ccccc43)S2)c1C,-30,0.6,10,-5,1,-6,11,19[fluorescence artefact?],10
CCc1nc(-n2[nH]c(=O)c3ccccc3c2=O)c2c3c(sc2n1)CCCC3,.,0.8,1,.,-5,0,8,.,.
COc1cccc(-n2c(SCC(=O)c3c[nH]c4ccccc34)nc3ccccc3c2=O)c1,14,0.8,1,-1,2,13,9,-18,-22
O=C(Cc1ccccc1)N/N=C/c1ccc2c(c1)OCO2,-58,1.0,34,-3,-1,-11,5,-5,7
O=C(CN1CCCCC1)Nc1cccc(Br)c1,-4,1.0,-1,5,-2,6,12,1,-15
COc1ccc(OCCn2c(=N)n(CCO)c3ccccc32)cc1,-9,-0.1,0,.,1,3,17,.,11
C=C(CC)C(=O)c1ccc(OCC(=O)O)c(Cl)c1Cl,7&6,5.3,33,-1,2,2,13&11,4,6
COc1cc(OC)cc(C(=O)NCc2ccc3c(c2)cc(C)n3C)c1,-32,0.3,-1,-3,0,7,4,-9,-43
CN(/N=C/c1ccco1)C1=NS(=O)(=O)c2ccccc21,-23,0.3,9,-1,4,-17,8,-2,-99
Cc1ccccc1OCC(=O)Nc1sc2c(c1C#N)CCC2,-15,0.7,0,-32,-1,4,23,-21[fluorescence artefact?],-35
